H9c2 protect – myocardial damage modulation in H9c2 cells; H9c2 cardiomyocytes, H2O2 injury protection, ATPLite, 2 h; protection from H2O2 cell death, % at 20 µM; 360,000 tested, 0.63% active; AID 588492;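 active means compounds giving at least 50% protection of heart cells from peroxide-induced death in the single-dose screen, raw or plate-pattern-corrected value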;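 further: 0% = DMSO wells with peroxide and 100% = DMSO wells without peroxide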
ABHD5 PLIN5 PPI – inhibitors of human ABHD5-perilipin-5 interaction. inhibition, % at 4 µM. Split G. princeps luciferase complementation, luminescence, 4 h. 360,000 tested, 0.78% active;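 active means inhibition above the mean inhibition across every tested compound plus 3 SD, cut at about 22% in these data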;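 further: 0% = DMSO only wells and the 100% control is not disclosed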
Target sequence (Q00G26 whole entry, looked up): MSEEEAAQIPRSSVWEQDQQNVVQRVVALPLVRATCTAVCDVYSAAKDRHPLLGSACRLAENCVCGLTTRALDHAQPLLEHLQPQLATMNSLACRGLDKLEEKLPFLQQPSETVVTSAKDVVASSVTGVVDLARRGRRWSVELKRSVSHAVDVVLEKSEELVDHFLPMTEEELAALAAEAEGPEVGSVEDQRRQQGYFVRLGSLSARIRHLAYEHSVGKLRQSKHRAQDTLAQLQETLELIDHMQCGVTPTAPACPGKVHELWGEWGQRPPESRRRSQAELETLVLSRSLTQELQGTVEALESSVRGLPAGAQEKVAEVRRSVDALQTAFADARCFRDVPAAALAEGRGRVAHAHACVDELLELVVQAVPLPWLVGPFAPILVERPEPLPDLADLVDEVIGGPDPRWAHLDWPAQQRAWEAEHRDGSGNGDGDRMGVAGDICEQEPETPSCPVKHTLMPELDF
Target sequence (Q8WTS1 whole entry, looked up): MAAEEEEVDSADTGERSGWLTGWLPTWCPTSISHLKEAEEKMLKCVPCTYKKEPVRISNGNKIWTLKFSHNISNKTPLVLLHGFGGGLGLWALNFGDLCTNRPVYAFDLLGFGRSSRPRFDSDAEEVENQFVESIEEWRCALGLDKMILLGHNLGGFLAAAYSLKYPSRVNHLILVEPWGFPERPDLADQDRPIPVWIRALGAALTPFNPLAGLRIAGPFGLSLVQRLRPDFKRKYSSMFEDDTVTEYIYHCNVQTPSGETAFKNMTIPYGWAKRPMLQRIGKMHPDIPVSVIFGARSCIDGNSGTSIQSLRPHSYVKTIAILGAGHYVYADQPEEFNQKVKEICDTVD
ABCB6 inh 2 – inhibitors of human ABC transporter ABCB6 | Q9NP58 | K562-ABCB6 porphyrin accumulation, flow cytometry, 1 h; stronger effect = lower value | fluorescence ratio to DMSO, % at 10 µM | 360,000 tested, 0.19% active | AID 602162;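 active means fluorescence ratio to DMSO below 75%, the collection mean minus 3 SD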;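 further: signal is porphyrin accumulated inside mitochondria; 100% equals median channel fluorescence of DMSO control wells; lower ratio means ABCB6 inhibition with less porphyrin fluorescence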
N-glyco inh – blocks N-linked glycosylation in D54 reporter cells; reporter increase, % at 12.5 µM; AID 588692; D54 ERlucT glycosylation luciferase reporter, 24 h; percent of 100 nM tunicamycin response; 360,000 tested, 0.23% active;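 active means mean luciferase reporter signal, scaled so untreated is 0 and the glycosylation-blocking control 100, at or above a set limit in every replicate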;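 further: luciferase carries N-glycosylation sites so blocking glycosylation raises the light; 0% = median of neutral control wells and 100% = median of 100 nM tunicamycin wells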
aDG glyco act – increases alpha dystroglycan glycosylation; AID 624168; 360,000 tested, 0.22% active; activation, % at 10 µM; Pro5-aDG cells, alpha-DG glycosylation AlphaScreen (IIH6); 0% Pro5, 100% B10-LARGE cell signal;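 active means activation of at least 8% versus controls, or a plate z-score of at least 8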;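 further: Pro5 are CHO cells carrying HIG-tagged alpha-DG that lacks glycosylation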
MC4R barr agon – agonists of human melanocortin 4 receptor (MC4R) beta-arrestin; 360,000 tested, 0.98% active; activation, % at 8.9 µM; P32245; U2OS MC4R beta-arrestin complementation, luminescence; percent of melanotan II response, DMSO zero;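 active means activation above a per-plate cutoff, the mean activation of sample wells on that plate plus 3 SD, cut at about 8% in these data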
Granule exo inh – blocks lytic granule exocytosis; 360,000 tested, 0.66% active; TALL-104 LAMP-1 surface exposure, flow cytometry; cells stimulated with thapsigargin and PMA; inhibition, % at 10 µM;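 active means inhibition above about 55%, limit read from the data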
hiPSC survival – increases survival of single human iPS cells; survival enhancement, % at 20 µM; hiPSC single-cell survival, ATPlite luminescence; 100% = ROCK inhibitor wells, 0% = DMSO; 360,000 tested, 0.044% active; AID 602274; in the data active means survival enhancement above about 18%;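 further: cells exposed to compounds for 16 hours before the ATP read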
HTR2A ag – agonists of mouse serotonin 5-HT2A receptor (HTR2A); P35363; CHO-K1 mHTR2A beta-arrestin complementation, luminescence; percent of 30 µM serotonin response; activation, % at 7.6 µM; 360,000 tested, 0.66% active;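 active means activation above a run cutoff, the mean activation of all tested compounds plus 3 SD, cut at about 14% in these data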;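 further: 0% = plate median of compound wells and 100% = 30 µM serotonin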
MC4R antagonist – blocks human MC4R cAMP signaling. P32245. MC4R-expressing cells, MTII-stimulated cAMP, LANCE TR-FRET. inhibition, % at 6.5 µM. 360,000 tested, 0.48% active. AID 540295;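 active means inhibition above its plate's cutoff, the mean of tested wells on that plate plus 3 SD, cut at about 29% in these data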;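 further: 0% = Melanotan II alone and 100% = Melanotan II plus saturating MCL0020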
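Assay system: U2OS-MC4R stable cell line; Also added: Melanotan II; Technique: Eu-cAMP/anti-cAMP TR-FRET, emission 671 nm; Times: 30-min compound, 1-h challenge, 1-h detection, room temperature.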
Numbers without * were called inactive. An excerpt; rates above refer to the full screens.

SMILES	H9c2 protect	ABHD5 PLIN5 PPI	ABCB6 inh 2	N-glyco inh	aDG glyco act	MC4R barr agon	Granule exo inh	hiPSC survival	HTR2A ag	MC4R antagonist
CC1CN(c2ccccn2)C(C)CN1C(=O)C(O)(c1ccccc1)c1ccccc1 (configuration not stated)	0.4	4.7	100.0	-1.2	0.1	1.5	-3.0	-1.1	-4.2	11.8
N#CC(c1ccccc1)N1CCOCC1 (configuration not stated)	0.0	0.0	96.0	0.2	-0.1	0.6	-3.4	0.4	1.5	4.2
CC(=NCCc1ccccc1)c1c(O)[nH]c(=O)[nH]c1=O	5.9	4.9	98.0	2.0	-0.1	1.5	2.0	-0.4	-1.6	20.4
CN1CCN(c2ccc([N+](=O)[O-])c3cccnc23)CC1	-0.3	1.2	104.0	1.3	0.3	-1.0	-10.6	8.4	-8.0	1.3
Cc1ccc2c(c1)c(=O)c1c3n2CCN(CC#N)C3CC1 (configuration not stated)	-0.9	3.0	100.0	-1.6	-0.1	-2.0	-0.4	-1.7	3.0	-4.6
CN1CN(c2cccc([N+](=O)[O-])c2)CN=C1N[N+](=O)[O-]	9.5	3.1	87.0	2.5	-0.1	1.9	-3.3	-0.9	6.3	-9.7
CN(C)c1cc(N)c2c(n1)CCC2 (tested in a mixture with another compound)	0.0	7.4	97.0	1.9	1.5	0.0	-6.2	-1.8	-0.7	8.3
CCC(C)C1NC(=O)C(NC(=O)C(CC(C)C)N(C)C(=O)C2CCCN2C(=O)C(C)O)C(C)OC(=O)C(Cc2ccc(OC)cc2)N(C)C(=O)C2CCCN2C(=O)C(CC(C)C)NC(=O)[C@H](C)C(=O)[C@H](C(C)C)OC(=O)CC1O (some centres not stated)	10.8	1.3	95.0	-17.6	-0.2	-0.7	16.2	-5.1	-0.1	3.4
Cc1cc(NC(=O)CCl)nn1C	2.9	4.5	109.0	-0.2	0.8	-0.8	-0.4	-3.2	5.3	4.8
C[C@]12CCC(=O)C=C1CC[C@@H]1[C@@H]2CC[C@@]2(C)[C@H]1CC[C@]2(C)O	3.7	1.4	101.0	-1.0	0.4	-1.2	-11.1	2.0	-2.6	10.5
COc1ccc(-n2c(-c3ccccc3)nc3ccccc3c2=O)cc1	1.2	-3.2	98.0	1.8	0.1	0.1	-5.1	-0.6	1.9	0.1
O=C1/C(=C\c2ccc3c(c2)OCO3)N2CCC1CC2	-2.6	2.5	98.0	0.4	0.1	-1.2	1.9	-0.1	-4.2	-2.4
CC1([N+](=O)[O-])COP(=O)(Nc2cccc(Br)c2)OC1 (configuration not stated)	-8.4	-7.8	295.0	-1.8	0.1	-0.3	0.3	1.8	3.4	13.6
O=c1[nH]c(=S)[nH]c(O)c1N=Nc1ccc2c(c1)OCO2	-12.0	-1.2	113.0	3.0	-0.2	-4.3	-5.3	1.3	-0.8	-14.8
O=C(Nc1ccc(Br)cc1)c1nn(C23CC4CC(CC(C4)C2)C3)cc1Br	-15.3	-3.5	97.0	1.5	0.3	0.1	-1.2	3.8	-1.9	4.3
O=C(c1cc(F)ccc1F)C1CCCN(CCCc2ccccc2)C1 (configuration not stated)	8.3	3.9	103.0	0.9	-0.5	-0.1	17.9	1.0	-6.6	8.2
CCN(CC(=O)Nc1ccc(NC(C)=O)cc1)C(=O)CSC(c1ccccc1)c1ccccc1	-1.4	1.6	100.0	-1.3	0.0	-0.6	2.4	-1.3	-1.9	6.9
O=C1CC(c2ccccc2)CC(O)=C1C=NCCN1CCN(C(=O)Cc2ccccc2)CC1 (configuration not stated)	-0.1	2.2	97.0	2.3	-0.2	-1.6	-3.2	1.1	-2.7	-1.9
O=C1COc2ccc(C(=O)COC(=O)Cc3ccccc3)cc2N1	14.0	-7.7	100.0	0.0	-0.1	-0.8	5.0	0.6	2.3	13.7
CCC[N+]12CCC(CC1)C(C(O)(c1ccccc1)c1ccccc1)C2 (configuration not stated)	2.7	-5.7	98.0	0.3	0.0	-0.6	-2.6	1.1	-1.0	10.8
CCCC(=O)NC1=C(N2CC2)C(=O)C(NC(=O)CCC)=C(N2CC2)C1=O	-13.2	0.5	102.0	0.7	4.0	-1.1	-0.2	-3.3	-3.2	-3.0
COc1ccc(Nc2ncc(C(=O)N3CCC4(CC3)OCCO4)c3ccccc23)cc1	-3.9	2.7	100.0	-2.6	-0.3	-0.7	-0.1	-1.6	4.3	1.6
Cc1ccc(-n2c(O)c(/C=N/N3CCCCC3c3cccnc3)c(=O)[nH]c2=S)cc1 (configuration not stated)	2.0	6.3	102.0	0.8	0.1	4.4	7.8	-1.6	0.6	-9.9
COC(=O)C1=C(c2cccc(OC)c2OC)C[C@@H]2CC[C@H]1N2C(=O)N1CCCC1	4.0	5.6	98.0	-1.1	0.8	-1.6	-1.3	-1.7	-2.0	5.5
Clc1ccccc1Nc1ncnc(-n2cccc2)n1	-3.7	-1.6	103.0	-1.1	-0.2	1.1	-5.8	-1.7	-0.5	9.0
CCCCCCOc1ccc(CN2CCN(C)CC2)cc1	4.6	9.8	107.0	-19.9	0.7	1.8	-1.0	0.1	-4.0	-2.7
O=c1[nH]c(=S)n(-c2ccccc2)c(O)c1/C=N/N1CCOCC1	14.8	-15.0	94.0	3.5	-0.2	7.4	-1.9	1.4	1.8	-9.6
COc1ccc2c3c1OC1C(=O)CC[C@@]4(O)[C@@H](C2)N(C)CC[C@]314 (some centres not stated)	0.9	18.6	104.0	-6.0	-0.1	0.9	-4.6	-2.4	5.2	0.9
N=c1sccn1Cc1ccccc1F	2.0	11.4	98.0	-0.1	-0.1	0.9	0.0	2.4	-6.8	15.4
CCCCCn1c(=O)c(C(=O)Nc2cc(C)ccn2)c(O)c2ccccc21	-4.3	-1.6	97.0	-3.4	0.0	-1.4	-2.6	-0.3	3.7	-1.8
CCC(C)/C=C(C)/C=C/C1=CC2=C(Cl)C(=O)C(C)(OC(C)=O)C(=O)C2=CO1 (configuration not stated)	-4.5	6.9	100.0	5.2	0.0	-0.8	1.3	1.0	-1.4	17.9
CCCCCCn1c(O)c(C=Nc2ccccc2N2CCOCC2)c(=O)[nH]c1=S	-0.7	3.9	138.0	1.6	0.4	1.3	-0.2	0.1	1.6	-0.1
COCCCn1c(N)c(C(=O)NCCC(C)C)c2nc3ccccc3nc21	13.0	-38.4	92.0	3.1	0.6	-0.7	2.7	0.9	-2.9	7.5
COC(=O)C1=C(c2ccc(OC)c(OC)c2)C[C@@H]2CC[C@H]1N2C(=O)N1CCc2cc(OC)c(OC)cc2C1	9.2	-5.6	99.0	2.8	0.1	-0.6	-3.0	4.2	8.3	11.2
CCC(=Nc1ccc(OC)cc1OC)c1c(O)n(C)c(=O)n(C)c1=O	-19.1	-1.7	84.0	-1.3	2.4	-2.1	4.7	0.4	2.7	1.0
CC1(C)C2([N+](=O)[O-])CN3CC1([N+](=O)[O-])CN(C2)C3c1cccnc1 (configuration not stated)	4.7	9.4	101.0	-0.1	0.1	2.1	2.7	-0.1	0.3	4.6
C=CCC1([C@@H](C)CCC)C(=O)NC(=O)NC1=O	2.5	1.6	102.0	-0.3	-0.1	0.9	-2.8	0.0	0.1	4.3
Cc1ccsc1C(=O)C1CCCN(Cc2cc3ccccc3o2)C1 (configuration not stated)	1.4	-0.4	96.0	0.7	0.7	2.8	-2.3	2.2	-2.0	0.4
Cc1ccc2c(c1)CC1(CN2C)C(=O)NC(=O)N(c2ccccc2C)C1=O (configuration not stated)	11.8	-3.2	103.0	1.0	0.0	-3.2	-4.7	0.5	0.5	-5.1
CC1CCCN(c2ccc(C(=O)N3CCC4(CC3)OCCO4)cc2[N+](=O)[O-])C1 (configuration not stated)	3.3	2.4	97.0	0.9	0.0	0.9	-0.7	0.2	5.4	6.3
CC(O)(CS(=O)(=O)c1cccc(C(F)(F)F)c1)C(=O)Nc1ccc(C(F)(F)F)cc1 (configuration not stated)	-3.2	-3.0	107.0	-1.2	0.0	6.1	-4.2	-0.9	-3.5	7.7
COc1ccc(C2SCC(=O)Nc3c2c(C)nn3-c2ccccc2)cc1 (configuration not stated)	-9.3	-12.1	98.0	-2.8	-0.2	1.4	0.6	5.6	0.0	6.1
COc1ccc(-n2c(O)c(C(C)=NC3CC3)c(=O)[nH]c2=O)cc1	-10.2	-2.5	98.0	-0.1	-0.2	-1.2	4.4	-0.7	-2.5	-5.3
O=C(c1ccc(F)cc1Cl)N1CCC2(CC1)OCCO2	1.8	-11.6	96.0	-1.3	-0.2	-1.7	-1.7	0.2	2.6	-0.7
Cn1c(O)c(/C=C2/C=CC=N2)c(=O)[nH]c1=O	3.8	-3.5	97.0	1.8	0.1	-1.7	-6.5	-0.5	0.6	-1.5

Compounds from the list above with an aryl methoxy group, in the order listed:
SMILES	H9c2 protect	ABHD5 PLIN5 PPI	ABCB6 inh 2	N-glyco inh	aDG glyco act	MC4R barr agon	Granule exo inh	hiPSC survival	HTR2A ag	MC4R antagonist
CCC(C)C1NC(=O)C(NC(=O)C(CC(C)C)N(C)C(=O)C2CCCN2C(=O)C(C)O)C(C)OC(=O)C(Cc2ccc(OC)cc2)N(C)C(=O)C2CCCN2C(=O)C(CC(C)C)NC(=O)[C@H](C)C(=O)[C@H](C(C)C)OC(=O)CC1O (some centres not stated)	10.8	1.3	95.0	-17.6	-0.2	-0.7	16.2	-5.1	-0.1	3.4
COc1ccc(-n2c(-c3ccccc3)nc3ccccc3c2=O)cc1	1.2	-3.2	98.0	1.8	0.1	0.1	-5.1	-0.6	1.9	0.1
COc1ccc(Nc2ncc(C(=O)N3CCC4(CC3)OCCO4)c3ccccc23)cc1	-3.9	2.7	100.0	-2.6	-0.3	-0.7	-0.1	-1.6	4.3	1.6
COC(=O)C1=C(c2cccc(OC)c2OC)C[C@@H]2CC[C@H]1N2C(=O)N1CCCC1	4.0	5.6	98.0	-1.1	0.8	-1.6	-1.3	-1.7	-2.0	5.5
COc1ccc2c3c1OC1C(=O)CC[C@@]4(O)[C@@H](C2)N(C)CC[C@]314 (some centres not stated)	0.9	18.6	104.0	-6.0	-0.1	0.9	-4.6	-2.4	5.2	0.9
COC(=O)C1=C(c2ccc(OC)c(OC)c2)C[C@@H]2CC[C@H]1N2C(=O)N1CCc2cc(OC)c(OC)cc2C1	9.2	-5.6	99.0	2.8	0.1	-0.6	-3.0	4.2	8.3	11.2
CCC(=Nc1ccc(OC)cc1OC)c1c(O)n(C)c(=O)n(C)c1=O	-19.1	-1.7	84.0	-1.3	2.4	-2.1	4.7	0.4	2.7	1.0
COc1ccc(C2SCC(=O)Nc3c2c(C)nn3-c2ccccc2)cc1 (configuration not stated)	-9.3	-12.1	98.0	-2.8	-0.2	1.4	0.6	5.6	0.0	6.1
COc1ccc(-n2c(O)c(C(C)=NC3CC3)c(=O)[nH]c2=O)cc1	-10.2	-2.5	98.0	-0.1	-0.2	-1.2	4.4	-0.7	-2.5	-5.3
